TDP1 cell CPT = growth inhibition of DT40 Tdp1-/-;hTDP1 cells with camptothecin (screen for TDP1 inhibitors) | 12% of 420,000 active | AID 686979 | Potency, µM (highest dose often 46.2 µM), inactives show at the highest dose activity change, negative = growth inhibition, actives largely listed as inhibitors | chicken DT40 Tdp1-/-;hTDP1 cells + 20 nM CPT, ATP luminescence, 48 h; also: nearly all actives have a fitted effect of over 55% in size
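Cell growth measured by CellTiter-Glo luminescence after a minimum 48 h, 37 C compound exposure with 20 nM CPT in Tdp1-knockout DT40 cells stably expressing hTDP1, seeded 400/well; qHTS titration format.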
KAT2A inh = inhibitors of human GCN5L2 histone acetyltransferase. GCN5L2 HAT assay, ThioGlo1 CoA-SH fluorescence. Potency, µM (doses to about 58.9 µM), without a hit: top-dose activity change, negative = inhibition, actives largely listed as inhibitors. 0.21% of 390,000 active
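Preincubate 20nM GCN5L2 with compound 15 min, RT → add 50uM ThioGlo1 + 75uM H3(1-25) + 70uM acetyl-CoA → read fluorescence 0 and 20 min. Primary qHTS; fluorescent artifacts likely.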
FEN1 inhibitor = blocks human flap endonuclease 1 | P39748 | Recombinant FEN1 flap cleavage, fluorescence, 15 min | Potency, µM (highest dose often 114 µM), without a hit: at the top dose activity change, negative = inhibition, most hits filed as inhibitors | 0.35% of 390,000 active | AID 588795; also: nearly all actives have a fitted effect of over 65% in size
Target sequence (P39748 whole entry, looked up): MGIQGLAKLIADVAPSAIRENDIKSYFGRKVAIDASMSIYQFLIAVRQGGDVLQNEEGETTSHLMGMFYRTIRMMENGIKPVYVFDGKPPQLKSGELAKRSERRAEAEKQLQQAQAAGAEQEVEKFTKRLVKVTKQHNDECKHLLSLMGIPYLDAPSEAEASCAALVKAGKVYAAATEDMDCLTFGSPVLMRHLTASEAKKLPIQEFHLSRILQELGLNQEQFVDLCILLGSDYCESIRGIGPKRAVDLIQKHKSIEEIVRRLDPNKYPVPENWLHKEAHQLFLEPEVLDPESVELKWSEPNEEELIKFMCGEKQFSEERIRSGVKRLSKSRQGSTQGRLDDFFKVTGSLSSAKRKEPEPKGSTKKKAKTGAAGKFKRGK
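Compounds are tested as a concentration series against 10 nM FEN1; after a 15 min room-temperature preincubation, 50 nM substrate starts cleavage, with plate reads at 0 and 15 min. Normalized responses are fitted by a Hill equation.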
An asterisk follows results filed as active; ? = inconclusive; . = no result given; & = joins results of further samples. Calls follow the shape of the dose curve; as a rule, active = well fitted curve in the direction sought with a large enough effect; inconclusive = small, poorly fitted or top-dose-only effect, or another doubt; inactive = no such curve, though single readings can be large; an effect the other way counts as inactive or inconclusive. % is scaled to controls: 0 for no effect and ±100 for the full control effect; potency is read from the fitted curve at half-maximal effect.

SMILES | KAT2A inh | TDP1 cell CPT | FEN1 inhibitor
Cc1cc(=O)oc2cc(OCC3CC(c4ccc(Cl)cc4)=NO3)ccc12 (stereo unspecified) | 2% | 28µM* | 9%
CCOc1ccccc1NC(=O)CSc1ncc(S(=O)(=O)c2ccc(C(C)(C)C)cc2)c(=O)[nH]1 | ? | 7% | -6%
CCn1cc(C(=O)OCC(=O)N2C(C)CCCC2C)c(=O)c2ccc(C)nc21 (stereo unspecified) | -3% | -18% | 4%
CC(C)C(=O)NC(NC(=S)Nc1ccc(S(N)(=O)=O)cc1)C(Cl)(Cl)Cl (stereo unspecified) | 0% | -7% | 2%
CC(C)CCn1c(SCc2ccc(Cl)cc2)nc2c1c(=O)[nH]c(=O)n2C | 3% | 16µM* | -12%
CC(=O)Nc1ccc(NC(=O)CSc2nnc3c4cc(Br)ccc4n(C)c3n2)cc1 | 5% | -12% | 0%
Cc1nc(C)n(CCNS(=O)(=O)c2ccc(C)c(C)c2)n1 | 1% | 9% | -4%
Nc1nc(NCCCN2CCOCC2)nc(Nc2ccc(Cl)cc2)c1[N+](=O)[O-] | 0% | ? | -12%
CCOC(=O)N1CCC(c2cc(=O)n3[nH]ccc3n2)CC1 | -15% | 5% | 21%
Cc1ccc(CN2CCN(/N=C/c3cc(Br)ccc3O)CC2)cc1 | -18% | ? | 9%
Cc1cccc(NC(=O)c2cnc3sccn3c2=O)n1 | . | 8% | -4%
CCOc1ccccc1CNCc1c(C(=O)O)c(C)n(Cc2ccc(C)cc2)c1C | 0% | ? | 4%
Cc1noc(C)c1CC(=O)NC1CC(C)(C)Cc2c1cnn2-c1ccccc1 (stereo unspecified) | -5% | ? | 2%
Cc1noc(NS(=O)(=O)c2ccc(NC(=O)CCCOc3ccc(Cl)cc3Cl)cc2)c1C | -4% | -9% | -1%
C=CCNC(=O)C1CCCN(S(C)(=O)=O)C1 (stereo unspecified) | -8% | -18% | 3%
CC(C)(C)c1ccc(O)c(N=Cc2cccc([N+](=O)[O-])c2)c1 | . | ? | -5%
COc1cc(NC(=O)c2ccc(-c3nc(COc4ccccc4)c(C)o3)cc2)cc(OC)c1 | -6% | 9.2µM* | -6%
Cc1ccc(S(=O)(=O)N2CCC(=O)N(C(COCc3ccccc3)Cc3ccccc3)CC2)cc1 (stereo unspecified) | -11% | ? | -17%
O=C(Nc1cccc(-c2nc3ccccc3o2)c1)c1ccc(N2C(=O)C3C4C=CC(C4)C3C2=O)cc1 (stereo unspecified) | -8% | 7.3µM* | 4%
C=CCN(c1ccccc1)S(=O)(=O)c1cccc(C(=O)Nc2ncccc2C)c1 | -7% | -6% | -2%
CCOC(=O)CNC(c1ccccc1)c1cc(Br)ccc1NC(=O)OCC (stereo unspecified) | -28% | ? | -7%
O=c1c(-c2cc(F)cc(F)c2)nc2cnc(N3CCNCC3)nc2n1-c1ccccc1 | ? | ? | .
CC1CCc2nn(CC(=O)NCCC3=CCCCC3)cc2C1 (stereo unspecified) | 0% | -5% | -7%
O=C(Oc1ccccc1Cl)c1ccc2c(=O)n3c(nc2c1)CCC3 | -3% | 7% | -9%
COCCN1CCN(Cc2cn(C)nc2-c2ccc(Oc3ccccc3)cc2)CC1 | -1% | ? | 18%
Cc1nn(-c2ccccc2)c(OC(=O)c2cccs2)c1S(=O)(=O)c1ccccc1 | ? | -21% | -6%
COc1ccc(-c2cc(C3CC3)nc(N)c2C#N)cc1 | -11% | -1% | -1%
COC(=O)c1ccc(N2CCC(c3cc(-c4ccc(OC)cc4)n[nH]3)CC2)c([N+](=O)[O-])c1 | -4% | 21µM* | -11%
CCOC(=O)c1c(NC(=O)c2ccc(S(=O)(=O)N3CCOCC3)cc2)sc2c1CCN(C(C)C)C2 | -6% | ? | -15%
CCc1cc(C(=O)O)c(NC(=O)/C=C/c2ccc(OC)c(OC)c2)s1 | -11% | 0% | 7%
Cn1c(=O)cc(OCCCC(=O)NCc2ccco2)c2ccccc21 | -17% | -22% | -6%
CCOc1ccc2nc(NS(=O)(=O)c3ccc(NC(C)=O)cc3)sc2c1 | -1% | -5% | -9%
Cc1noc(C)c1C(=O)Nc1ccc(Cl)cc1C(F)(F)F | -3% | -5% | -14%
CCOc1ccccc1C(=O)Nc1cc(C)ccc1NC(=O)c1ccco1 | -20% | ? | -15%
CC1CCC(NC(=O)c2cc(S(=O)(=O)N3CCCCC3)c[nH]2)CC1 (stereo unspecified) | -1% | ? | 15%
O=C(O)c1cc2c(cc1NC(=O)c1c(F)cccc1F)OCCCO2 | -3% | 2% | -9%
Cc1cnc(CNc2nc(-c3ccoc3)nc3ccccc23)cn1 | -16% | 13% | .
COc1ccc(CCNC(=O)COC(=O)Cn2cnc3c2c(=O)n(C)c(=O)n3C)cc1 | -4% | 5% | -1%
CCC(C)NC(=O)CSCc1nc(-c2ccc(C)cc2)oc1C (stereo unspecified) | -4% | ? | 9%
Nc1nc(N)nc(Cc2ccccc2O)n1 | 1% | 6% | 0%
CC1(C)Cc2ccccc2C2CC(O)C(=O)N21 (stereo unspecified) | -4% | 15µM* | -5%
O=C(Nc1ccc(Cl)cc1)N1CCN(c2ccc3nnc(-c4ccccc4)n3n2)CC1 | -4% | . | -23%
CCCc1cc(=O)[nH]c(SCC(=O)N2CCC(C)CC2)n1 | -3% | 8% | -2%
CCCCC(=O)Nc1ccc(C(=O)NNC(=O)CCc2ccccc2)cc1 | 23% | -1% | -14%
N#Cc1ccc(COC(=O)CSc2nnc(N)s2)cc1 | -4% | -2% | 0%
CSCCC(NC(=O)c1ccco1)C(=O)NCc1ccc(F)cc1 (stereo unspecified) | 0% | -1% | -18%
Cc1cccc(-c2cc3nc(C)cc(NCCCN(C)C)n3n2)c1 | -1% | ? | -22%
CC(=O)N(CC(=O)N(CC(=O)O)c1ccc(Cl)cc1)c1ccc(Cl)cc1 | . | -2% | -3%
C/C(Cn1nnc([N+](=O)[O-])n1)=N\NC(=O)c1ccc(O)cc1O | -4% | ? | -2%
O=C(Nc1nc2c(s1)CCCC2)c1cccc(S(=O)(=O)N2CCCc3ccccc32)c1 | -10% | 26µM* | -2%
O=S(=O)(Nc1ncccn1)c1ccc(F)cc1 | -2% | 14% | 3%
Cn1ccnc1C(=O)c1cc(SCC(=O)N2CCOCC2)nc2ccccc12 | 1% | 2% | 2%
CC(C)(C)OC(=O)N1CCC(c2c(C(=O)NCCN3CCc4ccccc4C3)cnn2-c2ccc(F)cc2F)CC1 | -6% | 21µM* | -13%
Cc1nn(CCCC(=O)NCCc2ccc(Cl)cc2)c(=O)c2nn(-c3ccccc3)c(C)c12 | 0%&-5% | ? | -10%&13%
CSc1nsc(SCC(=O)N2CCN(c3ccccc3)CC2)n1 | -3% | -28% | 5%
CC1CN(C(=O)c2cccc(S(=O)(=O)NCc3ccccc3)c2)CC(C)O1 (stereo unspecified) | -1% | 3% | 0%
COc1ccc(C(=O)C(CCC(CNC(C)(C)C)C(=O)c2ccc(OC)cc2)CNC(C)(C)C)cc1 (stereo unspecified) | -5% | 5.2µM* | -22%
CCOC(=O)N1CCN(C(=O)Nc2ccccc2)CC1 | -9% | 29% | -6%
COc1cccc(CN2CCNC(=O)C2CC(=O)N(C)C2CCCCC2)c1 (stereo unspecified) | -25% | -12% | -8%
O=C(Cc1cccs1)N1CCN(S(=O)(=O)c2cc(Cl)ccc2Cl)CC1 | -3% | 2% | -1%

More entries
SMILES | KAT2A inh | TDP1 cell CPT | FEN1 inhibitor
COc1cc(/C=C(/C#N)c2nc3ccccc3[nH]2)ccc1OCc1ccc(C(=O)O)o1 | -17% | -3% | ?
CNCc1ccccc1OCC(=O)Nc1ccccc1 | -5% | 2% | -2%
COc1ccc(CN(CC(=O)NCc2ccc(F)cc2)C(=O)c2csnn2)cc1 | -5% | 6% | 12%
CCc1ccccc1NC(=O)C(CCSC)NS(=O)(=O)c1ccc2c(c1)oc(=O)n2C (stereo unspecified) | -2% | 24% | 0%
Cc1ccc(-c2nc3ccccn3c2NC(=O)c2ccco2)cc1 | -3% | -8% | -7%
CCN(c1cc(C)cc(C)c1)S(=O)(=O)c1nnc(NC(=O)C(C)C)s1 | 0% | -21% | 26%
CC(c1ccc(F)cc1)n1c(Cn2ncc3ccccc3c2=O)n[nH]c1=S (stereo unspecified) | 0% | -4% | -1%
COc1ccc(OC)c(NC(=O)C2C3CCC(C3=C(C)C)C2C(=O)O)c1 (stereo unspecified) | 1% | -13% | 1%
O=C(NC1=NCCS1)Nc1ccccc1 | ? | -3% | -1%
COc1cc(NC(=O)COC(=O)CCOc2ccc(C)cc2)cc(OC)c1 | -25% | 7% | 4%
Cn1c(=O)c2c(ncn2CC(=O)N/N=C/C(Br)=C/c2ccccc2)n(C)c1=O | 0% | 2.3µM* | 12%
Cc1cc2n(n1)C(c1sccc1C)Nc1c(C)cccc1-2 (stereo unspecified) | -10% | ? | -4%
CNc1ccc(-c2nc(-c3ccncc3)no2)cc1[N+](=O)[O-] | 1% | -14% | -2%
CN1CCc2c(sc3c2C(=O)NC(c2ccc4c(c2)OCO4)N3)C1 (stereo unspecified) | -12% | 2% | 1%
Clc1ccc(CN2CCN(c3ncnc4sc5c(c34)CCCC5)CC2)cc1Cl | -4% | 21µM* | -5%

The last 2 records of the part before lead into the next:
SMILES | KAT2A inh | TDP1 cell CPT | FEN1 inhibitor
CN1CCc2c(sc3c2C(=O)NC(c2ccc4c(c2)OCO4)N3)C1 (stereo unspecified) | -12% | 2% | 1%
Clc1ccc(CN2CCN(c3ncnc4sc5c(c34)CCCC5)CC2)cc1Cl | -4% | 21µM* | -5%
CC(=O)Nc1c(Cl)c(Cl)c2c(c1Cl)Cc1cc(Cl)ccc1-2 | . | ? | -4%
CC(C)Sc1nc2c([nH]1)c(=N)ncn2Cc1ccccc1 | -7% | 9% | 15%
COc1ccc2c(CNCc3ccc(C)o3)c(C(=O)O)n(Cc3ccccc3C)c2c1 | 0% | 7.3µM* | -3%
COc1ccc2[nH]c3c(=O)n(CCCC(=O)NC4CCC(C)CC4)c(=S)[nH]c3c2c1 (stereo unspecified) | -3% | 12% | -2%
CCOc1ccc(NC(=O)CN(C)C(=O)Cc2ccsc2)cc1OCC | -1% | -1% | 5%
CC1CSC(N(C(=O)c2ccc(S(C)(=O)=O)cc2)c2ccc(Cl)cc2)=N1 (stereo unspecified) | -29% | ? | -20%
COc1cc(/C=C/C(=O)OCC(=O)Nc2ccc(S(=O)(=O)N3CCCC3)cc2)ccc1O | 2% | ? | -6%
CNC(=O)Nc1cc(C(C)(C)C)no1 | -5% | 16µM* | -11%
CCn1c(C)c(C(C)=O)c(N2CCN(c3ccc(F)cc3)CC2)nc1=S | -3% | -8% | -12%
O=C1CCCC(O)=C1N=Nc1ccc(Cl)c(Cl)c1 | -9% | ? | 4%
CN1CCC(N(C)S(=O)(=O)c2ccc(NC(=O)COc3ccc(Br)cc3Cl)cc2)CC1 | -2% | 26µM* | -25%
CCC(=O)N1CCc2cc(S(=O)(=O)N3CCCCC3CC)ccc21 (stereo unspecified) | 2% | -25% | -11%
CC(C)C[C@@H](COc1ccccc1)N1CCN(CCc2ccccc2)CCC1=O | -1% | 11µM* | -4%&3%
CCOC(=O)c1c(C)oc2nc(C)nc(NCCc3ccc(OCC)cc3)c12 | -4% | 6.5µM* | 6%
CC(OC(=O)c1cc(=O)[nH]c2ccccc12)C(=O)NC1CCCC1 (stereo unspecified) | -4% | -7% | -2%

Compound profiles (already shown):
Profile of CCOC(=O)c1c(C)oc2nc(C)nc(NCCc3ccc(OCC)cc3)c12 → KAT2A inh: -4%; TDP1 cell CPT: 6.5µM*; FEN1 inhibitor: 6%
Profile of CC(=O)Nc1c(Cl)c(Cl)c2c(c1Cl)Cc1cc(Cl)ccc1-2 → KAT2A inh: .; TDP1 cell CPT: ?; FEN1 inhibitor: -4%

(cont.)
SMILES | KAT2A inh | TDP1 cell CPT | FEN1 inhibitor
O=C(CN1CCCCCC1=O)OCc1ncc(-c2ccccc2)o1 | 1% | -2% | -3%
CCc1ccc(C(C)NC(=S)NC2CCCCC2)cc1 (stereo unspecified) | -3% | ? | -3%
O=C(Cc1ccsc1)N1CCN(S(=O)(=O)c2ccccc2F)CC1 | -3% | -16% | 2%
O=C1CCC(=O)N1c1ccccc1OS(=O)(=O)c1ccccc1 | -5% | -4% | 9%
CC(C)c1ccc(N2C(=O)CC(Sc3ncn[nH]3)C2=O)cc1 (stereo unspecified) | 0% | 4.6µM* | -1%

Only part of the results is shown (hit frequency here may not be typical).
